Pol iota inh = inhibitors of human DNA polymerase iota; Q9UNA4; Pol iota fluorescent replication assay, 10 min; Potency, µM (top dose mostly 115 µM), for inactives: at the highest dose activity, negative = inhibition, hits mostly inhibitors; 1% of 390,000 active; also: potency is read from the fitted curve at half-maximal effect
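Fluorescent replication assay read twice, at 0 min and 10 min after adding 50 nM (final) substrate. Enzyme (10 nM) and compounds were first incubated 15 min at room temperature; enzyme-free buffer wells were negative controls.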
BLM inh = Bloom syndrome helicase (human) inhibition | P54132 | recombinant BLM DNA unwinding, fluorescence dequenching | Potency, µM (highest dose often 56.1 µM), without a hit: at the top dose activity change, negative = inhibition, actives largely listed as inhibitors | 0.2% of 350,000 active;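 also: potency is read from the fitted curve at half-maximal effect; plate controls were vehicle for no effect and no enzyme for full effect; nearly all actives have a fitted effect of over 35% in size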
APE1 inh = inhibitors of human APE1 endonuclease; 0.35% of 350,000 active; AID 2517; P27695; recombinant APE1, TAMRA/BHQ-2 abasic DNA cleavage fluorescence; Potency, µM (titrated, usually from 65.8 µM), inactives show at the top dose activity change, negative = inhibition, usual class: inhibitors;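 also: potency is read from the fitted curve at half-maximal effect; plate controls were vehicle for no effect and reference inhibitor for full effect; nearly all actives have a fitted effect of over 55% in size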
Target sequence (P27695 whole entry, looked up): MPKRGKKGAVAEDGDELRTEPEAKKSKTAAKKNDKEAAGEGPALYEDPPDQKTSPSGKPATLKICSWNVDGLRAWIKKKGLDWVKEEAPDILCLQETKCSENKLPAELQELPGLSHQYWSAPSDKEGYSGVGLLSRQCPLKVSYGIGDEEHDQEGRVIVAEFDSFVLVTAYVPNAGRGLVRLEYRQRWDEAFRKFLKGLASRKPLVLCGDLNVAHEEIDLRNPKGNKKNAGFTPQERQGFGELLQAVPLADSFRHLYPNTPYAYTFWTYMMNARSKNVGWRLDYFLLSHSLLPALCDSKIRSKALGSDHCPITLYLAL
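Step 1: APE1 (0.75 nM) with compound, 15 min RT. Step 2: add 50 nM fluorophore/quencher THF duplex. Step 3: three fluorescence reads 60 s apart (525/598 nm); read 3 minus read 1 = reaction progress.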
ERG-DNA inh = ERG Ets/DNA interaction inhibition. P11308. fluorescence polarization, His-ERG Ets domain / labelled DNA. Potency, µM (doses to about 76.9 µM), without a hit: top-dose FP activity, negative = inhibition, actives largely listed as inhibitors. 0.028% of 370,000 active. AID 624246; active = well fitted inhibition curve with a large enough effect in the polarisation, with a control signal flat; inconclusive = small, poorly fitted or top-dose-only effect, or effect the other way, or a change in a side signal; inactive = no such curve, though single readings can be large or run the other way; the % refers to the polarisation;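 also: polarization taken with two DNA probes labelled with fluorescein and Texas red; potency is read from the fitted curve at half-maximal effect; % of control where 0% means no effect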
Target sequence (P11308 whole entry, looked up, the tested form may be a part): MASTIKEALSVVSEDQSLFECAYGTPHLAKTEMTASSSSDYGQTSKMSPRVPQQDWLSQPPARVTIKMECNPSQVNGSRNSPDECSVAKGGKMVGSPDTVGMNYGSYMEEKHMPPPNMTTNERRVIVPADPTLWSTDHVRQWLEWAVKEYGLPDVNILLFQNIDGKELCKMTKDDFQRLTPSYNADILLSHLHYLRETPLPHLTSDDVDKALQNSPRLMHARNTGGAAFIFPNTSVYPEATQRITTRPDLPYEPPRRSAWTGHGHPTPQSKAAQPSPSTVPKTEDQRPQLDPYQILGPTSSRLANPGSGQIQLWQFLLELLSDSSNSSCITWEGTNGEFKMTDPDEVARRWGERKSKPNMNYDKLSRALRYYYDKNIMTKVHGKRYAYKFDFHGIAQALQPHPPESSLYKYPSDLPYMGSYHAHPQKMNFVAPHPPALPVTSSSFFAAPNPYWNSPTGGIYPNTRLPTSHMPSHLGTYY
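His-tagged ERG Ets domain (1 uM in the protein solution; 300mM KCl, 50mM Tris-HCl, 1mM EDTA, 1mM DTT, pH 7.5) received compound, then a probe mix of 5 nM fluorescein-DNA and 100nM Texas-615-DNA. Fluorescence polarization was read for both dyes.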
TRHR agonist = agonists of human TRH receptor | 0.18% of 360,000 active | activation, % at 2 µM | TRHR cells, calcium flux fluo-8, FDSS agonist mode | AID 493084 | P34981; in the data active = activation above about 30%; also: 0% is about no effect
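Fluo-8-loaded TRHR cells; 10 s baseline, compound added, kinetic Ca2+ fluorescence read 1/s, agonist mode.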
Pol kappa inh = DNA polymerase kappa (human) inhibition | purified Pol kappa, fluorescent DNA synthesis assay, 10 min | Potency, µM (highest dose often 107 µM), without a hit: at the top dose activity, negative = inhibition, most hits filed as inhibitors | Q9UBT6 | 0.53% of 400,000 active; also: potency is read from the fitted curve at half-maximal effect; % is scaled to controls: 0 for no effect and ±100 for the full control effect
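10 nM Pol kappa preincubated 15 min at room temperature with compounds, then reaction started with substrate at 50 nM final. Fluorescence read kinetically at 0 and 10 min; buffer-only wells served as negative control.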
Pol beta inh = inhibitors of human DNA polymerase beta; P06746; Pol beta primer extension/strand displacement, fluorescence kinetic; Potency, µM (top dose mostly 114 µM), for the others: at the top dose activity change, negative = inhibition, most hits filed as inhibitors; 1.3% of 340,000 active; AID 485314; also: potency is read from the fitted curve at half-maximal effect; % is scaled to controls: 0 for no effect and ±100 for the full control effect
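Preincubation: enzyme (10 nM) with compound, 15 min, RT. Reaction: substrate added to 50 nM final. Reads: 0 and 10 min. Analysis: normalized, Hill fit.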
Apoferritin bind = candidate novel general anesthetic via apoferritin binding | Potency, µM (series often up to 77.5 µM), inactives show at the top dose activity change, negative = displacement, usual class: inhibitors | apoferritin/1-aminoanthracene competitive binding, fluorescence | 0.074% of 350,000 active | AID 485281 | P02791; also: potency is read from the fitted curve at half-maximal effect; % is scaled to controls: 0 for no effect and ±100 for the full control effect; nearly all actives have a fitted effect of over 20% in size
Target sequence (P02791 2-175 limits assumed): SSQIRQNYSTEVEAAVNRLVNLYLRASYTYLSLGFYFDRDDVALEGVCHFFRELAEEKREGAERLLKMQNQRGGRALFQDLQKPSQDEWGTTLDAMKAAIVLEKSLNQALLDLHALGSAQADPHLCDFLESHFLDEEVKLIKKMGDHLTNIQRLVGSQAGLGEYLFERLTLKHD
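Apoferritin-based anesthetic binding model; compound displacement of fluorescent 1-AMA measured as endpoint fluorescence after 10 minutes at room temperature, scaled to free-ligand and complex controls.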
12-LOX inh = inhibitors of human 12S-lipoxygenase ALOX12; P18054; purified 12hLO, xylenol orange hydroperoxide absorbance; Potency, µM (highest dose often 108 µM), for inactives: at the top dose activity change, negative = inhibition, usual class: inhibitors; 1.1% of 580,000 active; also: potency is read from the fitted curve at half-maximal effect; % is scaled to controls: 0 for no effect and ±100 for the full control effect
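Purified human 12hLO (150 nM final) in 25 mM Hepes, 0.01% Triton X-100, pH 7.0 was preincubated 15 min at room temperature with compound. Then 40 uM arachidonic acid was added, 30 min. Hydroperoxide was read by Fe-XO absorbance ratio 573/405 nm.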
Active calls of the source: *; ? = inconclusive; . = no result given; & = joins results of further samples; [ ] = another dose, or the depositor's remark. Unless noted, calls follow the shape of the dose curve; as a rule, active = well fitted curve in the direction sought with a large enough effect; inconclusive = small, poorly fitted or top-dose-only effect, or another doubt; inactive = no such curve, though single readings can be large; an effect the other way counts as inactive or inconclusive. Some of the compounds tested; rates above refer to the full screens.

Values run as follows: Pol iota inh	BLM inh	APE1 inh	ERG-DNA inh	TRHR agonist	Pol kappa inh	Pol beta inh	Apoferritin bind	12-LOX inh
1) CCN(CC)c1ccc(NC(=O)C2CCN(S(=O)(=O)c3cnc[nH]3)CC2)c(C)c1
    5%	-1%	.	-2%	0.6	0%	40%	-3%	-21%
2) COc1ccc(OCC(O)CN2CCCCC2)cc1 (stereo not given)
    30%	-1%	17%	7%	0.2	6%	28%	-6%	2%
3) CCOCCOC(=O)c1[nH]c2c(c1C)C(=O)CC(c1ccc(N(C)C)cc1)C2 (stereo not given)
    47%[activator]	-6%	-3%	9%	-0.3	-2%	0%	-4%	-13%
4) CCN(CC)c1ccc2c(C)cc(=O)oc2c1
    32%[activator]	.	-5%&-1%	-9%	-0.9	-22%	.	.	-12%
5) O=C(Nc1ccccc1N1CCN(c2ccccc2)CC1)c1ccccc1F
    67%[activator]	4%	-4%	-1%	0.3	-10%	-3%	-13%	12%
6) Cc1ccc(N2C(=O)C(CC(=O)Nc3ccccc3)N(CCC3=CCCCC3)C2=O)cc1 (stereo not given)
    -5%	-8%	.	-2%	-1.2	-12%	4%	-15%	?
7) CCC(=O)N1CCN(c2ccc(OC)cc2[N+](=O)[O-])CC1
    -6%[58.9 µM]	-2%	0%	-8%	-0.1	-11%	-1%	-1%	-13%
8) Cc1ccc(S(=O)(=O)Nc2ccc(Cl)cc2)cc1NC(=O)Cn1cnc2c1c(=O)n(C)c(=O)n2C
    301%[activator]	1%	-9%	5%	0.1	-6%	49%	0%	0%
9) O=[N+]([O-])c1ccc(C(=Nc2cccc3ccccc23)N2CCOCC2)cc1
    5%	-10%	-2%	-1%	0.2	-9%	-2%	-13%	?
10) O=C(CC1N=C2c3ccccc3N=C(SCC(=O)Nc3ccccc3F)N2C1=O)NCc1ccc2c(c1)OCO2 (stereo not given)
    -6%	3%	.	5%	0.2	-2%	13%	-3%	?
11) C#CCOCCOCCOCCNc1nc(N2CCN(C(=O)[C@H]([C@@H](C)CC)n3cc([C@@H](N)CO)nn3)CC2)nc(N2CCN(C(=O)[C@H](Cc3ccc(O)cc3)n3cc([C@@H](N)C(C)CC)nn3)CC2)n1 (stereo not given in full)
    39%[activator]	-5%	-3%	14%	0.6	8%	0%	-3%	.
12) Cc1ccc(NC(=O)c2ccc3[nH]c(C)cc(=O)c3c2)c(C)c1
    47%[activator]	0%	.	0%	0.4	-13%	-25%	-7%	-2%
13) C/C(=N/NC(=O)Cc1cccn1C)c1ccccc1
    1%	-2%	-5%	.	0.6	-8%	1%	-6%	8%[57.4 µM]
14) O=C(NCCS(=O)(=O)NCc1ccccc1)c1ccc2c(c1)OCO2
    13%	.	12%	-1%	-0.5	-5%	.	.	4%
15) CCN(c1ccccc1)S(=O)(=O)c1nnc(NC(=O)c2ccco2)s1
    ?	2%&-3%	13%	-2%&3%	-0.3&-0.3	-32%&3%	8%&11%	-14%&-5%	-12%&-15%
16) CCCCN(CC)CCCNC(=O)c1cc2c(=O)n(C)c3ccccc3c2n1C
    19%	88%[activator]	?	-12%	0.5	10%	-1%	-3%	10%[57.4 µM]
17) CN1CCN(S(=O)(=O)c2ccc(NC(=O)Cc3ccc([N+](=O)[O-])cc3)cc2)CC1
    12%	-6%	34%	2%	2.9	-6%	1%	?	-17%
18) CCc1ccc(NC(=O)Cn2c(=O)n(CCC(=O)NC3CCN(Cc4ccccc4)CC3)c(=O)c3ccccc32)cc1
    72%[activator]	-1%	18%	8%	-0.9	7%	7%	-5%	-4%
19) CC1Cc2ccccc2N1C(=O)CN1CCc2ccccc2C1 (stereo not given)
    -3%	-3%	3%	9%	-1.1	11%	-13%	?	-30%
20) COc1ccccc1-n1c(-c2ccccc2)c[n+]2c1CCc1ccccc1-2
    37%&96%[activator]	-7%&-10%	1%&-12%	-2%&3%	0.5&0.0	4%[60.1 µM]	-16%&21%	-7%&-10%	5%&0%
21) CCC(Sc1nc2ccccc2c(=O)n1CCc1ccc(OC)c(OC)c1)C(=O)N(CC)CC (stereo not given)
    16%	-7%	.	5%	-0.2	-11%[60.1 µM]	0%	-8%	-3%
22) Cc1ccc(S(=O)(=O)N2CCN(C(=O)CCC(=O)OCC(=O)Nc3cccc(C#N)c3)CC2)cc1
    5%	0%	-1%	-2%	0.1	-1%	0%	?	-14%
23) CC1(c2ccccc2)CC(C)(C)N2C(=O)/C(=C3\SC(=S)NC3=O)c3cccc1c32 (stereo not given)
    -6%	?	-2%	-8%	-0.6	-15%	25%	5%	-14%
24) Cc1ccc(NC(=S)N(Cc2ccc(Br)cc2)Cc2ccc(C(=O)O)cc2)cc1C
    96%[activator]	-5%	-3%	-6%	0.0	-5%	16%	-14%	40µM*
25) CC(=O)NS(=O)(=O)c1cccnc1Nc1cccc(Cl)c1
    12%	-2%	0%	9%	0.4	-4%	-10%	-10%	0%
26) Cc1ccccc1-n1nc(C)c2cc(C(=O)N3CCOCC3)sc21
    -4%	-3%	10%	8%	0.2	-17%	60%	-8%	0%
27) COCC(C)(C)COS(N)(=O)=O
    20%	1%	-4%	-8%	0.2	-4%	59%	-13%	12%
28) COC(=O)c1sc(S(=O)(=O)Nc2ccc(Br)cc2)c(C(=O)OC)c1C
    -10%	2%	-1%	12%	0.0	-6%	2%	-11%	?
29) COC(=O)COC(=O)c1ccccc1NC(=O)c1ccccc1
    0%	-4%	-1%	-25%	-0.3	-11%[60.1 µM]	1%	-10%	-15%
30) COC(=O)CNC(=O)CSc1nc2c(sc(=S)n2-c2ccccc2)c(=O)[nH]1
    70%[activator]	-3%	5%	-1%	0.0	-30%	42%	-12%	-1%

Compounds listed so far containing a halogen (6):
Values run as follows: Pol iota inh	BLM inh	APE1 inh	ERG-DNA inh	TRHR agonist	Pol kappa inh	Pol beta inh	Apoferritin bind	12-LOX inh
5) O=C(Nc1ccccc1N1CCN(c2ccccc2)CC1)c1ccccc1F
    67%[activator]	4%	-4%	-1%	0.3	-10%	-3%	-13%	12%
8) Cc1ccc(S(=O)(=O)Nc2ccc(Cl)cc2)cc1NC(=O)Cn1cnc2c1c(=O)n(C)c(=O)n2C
    301%[activator]	1%	-9%	5%	0.1	-6%	49%	0%	0%
10) O=C(CC1N=C2c3ccccc3N=C(SCC(=O)Nc3ccccc3F)N2C1=O)NCc1ccc2c(c1)OCO2 (stereo not given)
    -6%	3%	.	5%	0.2	-2%	13%	-3%	?
24) Cc1ccc(NC(=S)N(Cc2ccc(Br)cc2)Cc2ccc(C(=O)O)cc2)cc1C
    96%[activator]	-5%	-3%	-6%	0.0	-5%	16%	-14%	40µM*
25) CC(=O)NS(=O)(=O)c1cccnc1Nc1cccc(Cl)c1
    12%	-2%	0%	9%	0.4	-4%	-10%	-10%	0%
28) COC(=O)c1sc(S(=O)(=O)Nc2ccc(Br)cc2)c(C(=O)OC)c1C
    -10%	2%	-1%	12%	0.0	-6%	2%	-11%	?

Remaining list, next part.
Values run as follows: Pol iota inh	BLM inh	APE1 inh	ERG-DNA inh	TRHR agonist	Pol kappa inh	Pol beta inh	Apoferritin bind	12-LOX inh
31) CCOC(=O)C1CCCN(C(=O)c2ccccc2NC(=O)c2nsc3ccccc23)C1 (stereo not given)
    -17%	0%	.	-3%	15	2%[60.1 µM]	-16%	-18%	-15%
32) O=C(Nc1ccc(S(=O)(=O)Nc2ncccn2)cc1)C1COc2ccccc2O1 (stereo not given)
    66%[activator]	0%	3%	-13%	0.4	-17%	?	-6%	-1%
33) O=C(CCn1cnnn1)N1CCCC(Nc2ccc(F)cc2)C1 (stereo not given)
    -11%	-5%	40%	-2%	0.7	-4%	34%	-7%	2%
34) O=C1CCCC2=C1C1(CCCCC1)N=C(Nc1nc3ccccc3s1)N2
    -13%	-6%	2%	4%	0.0	-5%	16%	-4%	-4%
35) COc1ccc(NS(=O)(=O)c2ccc(O)c(C(=O)OCC(=O)NC3CCCCC3)c2)cc1
    147%[activator]	-8%	?	2%	-0.1	-2%	-13%	-20%	-28%
36) CSc1nnc(-c2sc3cc(C(F)(F)F)cnc3c2-c2ccccc2)n1C
    -5%	-4%	5%	5%	-0.1	-13%	3%	?	0%
37) Cc1cc(=O)oc2c1ccc1ccccc12
    20%	-5%	-10%	3%	-0.2	2%	17%	8%	-5%
38) CC(NC(=S)Nc1ccc(S(=O)(=O)N2CCOCC2)cc1)C1CC2CCC1C2 (stereo not given)
    -5%	-16%	-3%	-5%	2.8	-6%	-1%	-21%	?
39) O=c1c(C/C=C/c2ccccc2)c(O)nc2n1CCCS2
    ?	-1%	-1%	-2%	-1.0	-19%	26%	-19%	0%
40) COc1ccc(S(=O)(=O)N2CCCCCC2)cc1N(C)S(=O)(=O)c1ccccc1
    14%	-9%	1%	-13%	0.3	-6%	-17%	61%[activator]	-8%

Reformatted in markdown: 2 of the compounds above.
| # | smiles | Pol iota inh | BLM inh | APE1 inh | ERG-DNA inh | TRHR agonist | Pol kappa inh | Pol beta inh | Apoferritin bind | 12-LOX inh |
| --- | --- | --- | --- | --- | --- | --- | --- | --- | --- | --- |
| 34 | O=C1CCCC2=C1C1(CCCCC1)N=C(Nc1nc3ccccc3s1)N2 | -13% | -6% | 2% | 4% | 0.0 | -5% | 16% | -4% | -4% |
| 35 | COc1ccc(NS(=O)(=O)c2ccc(O)c(C(=O)OCC(=O)NC3CCCCC3)c2)cc1 | 147%[activator] | -8% | ? | 2% | -0.1 | -2% | -13% | -20% | -28% |

Source: PubChem (National Center for Advancing Translational Sciences (NCATS))
